TRPC6 activator = mouse TRPC6 channel activators, primary screen, cell-based, HEK293, membrane potential dye; Short transient receptor potential channel 6 (Mus musculus), Q61143; HEK293-TRPC6 membrane potential dye fluorescence; stronger effect = higher value; B-score at 10 µM; 0.13% of 310,000 active; AID 2550, 2010;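 active = B-score of the integrated fluorescence ratio above library mean plus 3 SD, and starting fluorescence ratio within library mean plus 5 SD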;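 note: higher score means more depolarization so channel activation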
PolyA inh = polyadenylation inhibitors in yeast reporter cells, primary screen, luminescence, S. cerevisiae. S. cerevisiae SKY197-pL101 polyadenylation reporter, beta-gal luminescence; efflux-impaired pdr1/pdr3 knockout yeast; score 100 = 6 SD above DMSO. calls only at 12 µM. 0.02% of 300,000 active;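 active = lowest replicate activity score at least 50, where 100 means six control SD above control mean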;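 note: yeast exposed to compound for 9 h at 30 °C; higher score means more reporter readthrough which indicates perturbed polyadenylation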
MrgX1 ag = agonists of human MrgX1 receptor, primary screen, HEK293 cells, Fluo-4 calcium flux; Fluo-4 calcium fluorescence, agonist mode; stronger effect = higher value; 0.44% of 310,000 active; B-score at 10 µM;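 active = calcium response B-score plate-corrected fluorescence ratio at least 3 library SD, with starting fluorescence B-score inside 5 SD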
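times = overnight plating, then 30 min 37 °C plus 30 min room-temperature dye loading | assay system = stable human MrgX1 HEK293 cell line | input = fifteen thousand cells per well | signal = kinetic calcium dye fluorescence, Fluo-4 NW | dosing = compound delivered in addition one of three | read-out = B-scored fluorescence response ratio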
HIF activator = HIF pathway transcriptional activators, primary screen, cell-based, U2OS HRE-luciferase, luminescence | AID 1910, 2009 | activation, % at 7.5 µM (by protocol) | U2OS HRE-luciferase reporter; normalized: DMSO 0%, desferrioxamine 100% | 0.32% of 300,000 active;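 active = mean activation of at least 10% of the iron chelator positive control signal, with at least half of replicates also reaching 10%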
AI-2 QS mod = Vibrio harveyi AI-2 quorum sensing modulators, primary screen, JMH597 strain, luminescence/OD600 ratio. Vibrio harveyi JMH597 AI-2 luminescence/OD600 ratio, 9 h; stronger effect = lower value; strain lacks LuxN and CqsS sensors; 0 = neutral-control median. 0.4% of 300,000 active. activity change, % at 7.5 µM; in the data active = activity change below about -75%, passing the limit was not always enough;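 note: luminescence divided by OD600 gain over 9 h not by final OD600 alone; inactives centre near 13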
TRPC6 inhibitor = mouse TRPC6 channel inhibitors, primary screen, cell-based, HEK293, membrane potential dye; Short transient receptor potential channel 6 (Mus musculus), Q61143; ACh-evoked depolarization; stronger effect = lower value; B-score at 10 µM; 1.1% of 310,000 active;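 active = B-score under library mean minus 3 SD, initial fluorescence not abnormally high, positive integrated signal ratio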;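 note: B-score derived from integrated fluorescence ratio over the kinetic read; more negative B-score means stronger inhibition of depolarization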
TRPC4 block = inhibitors of mouse TRPC4 channel, primary screen, Fluo4 calcium, HEK293 TRPC4beta/mu-opioid cells; B-score at 10 µM; DAMGO-evoked Fluo4 calcium flux; stronger effect = lower value; 0.39% of 300,000 active;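 active = B-score over 3 SD under the library average, no early fluorescence shift, positive overall ratio signal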
Target sequence (Q9QUQ5 whole entry, looked up): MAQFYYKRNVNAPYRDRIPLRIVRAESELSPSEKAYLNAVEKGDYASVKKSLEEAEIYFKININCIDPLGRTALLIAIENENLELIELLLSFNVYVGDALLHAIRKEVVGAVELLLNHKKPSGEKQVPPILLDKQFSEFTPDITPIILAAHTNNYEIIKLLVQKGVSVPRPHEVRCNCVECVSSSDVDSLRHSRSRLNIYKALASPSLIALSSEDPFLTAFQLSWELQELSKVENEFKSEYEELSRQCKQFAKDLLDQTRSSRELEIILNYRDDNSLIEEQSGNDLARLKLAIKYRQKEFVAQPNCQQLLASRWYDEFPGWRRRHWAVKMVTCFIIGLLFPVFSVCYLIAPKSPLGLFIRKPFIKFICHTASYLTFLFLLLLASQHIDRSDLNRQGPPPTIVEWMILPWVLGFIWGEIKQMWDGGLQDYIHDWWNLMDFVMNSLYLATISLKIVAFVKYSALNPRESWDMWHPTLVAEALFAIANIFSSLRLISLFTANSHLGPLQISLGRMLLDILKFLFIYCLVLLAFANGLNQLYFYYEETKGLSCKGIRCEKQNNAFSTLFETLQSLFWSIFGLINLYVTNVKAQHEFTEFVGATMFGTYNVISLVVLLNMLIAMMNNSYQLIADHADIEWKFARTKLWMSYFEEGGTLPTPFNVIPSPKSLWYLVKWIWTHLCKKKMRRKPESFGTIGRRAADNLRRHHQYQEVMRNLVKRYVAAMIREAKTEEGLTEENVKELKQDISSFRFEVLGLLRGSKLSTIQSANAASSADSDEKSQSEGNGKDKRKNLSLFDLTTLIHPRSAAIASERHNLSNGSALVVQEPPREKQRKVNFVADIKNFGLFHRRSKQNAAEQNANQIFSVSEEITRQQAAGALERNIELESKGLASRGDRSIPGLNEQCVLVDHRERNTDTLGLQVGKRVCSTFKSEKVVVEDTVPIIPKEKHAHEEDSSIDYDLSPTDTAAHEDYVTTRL
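Signal: kinetic Fluo4 fluorescence imaging of calcium influx. Material: stable TRPC4beta/mu-opioid receptor HEK293 cells. Probe or stimulus: DAMGO in two steps, submaximal then maximal.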
TRPC4 PAM = positive allosteric modulators of TRPC4, primary screen, cell-based, mouse TRPC4beta, HEK293 mu-opioid, Fluo-4 calcium; DAMGO EC20, Fluo-4 Ca2+ flux; stronger effect = higher value; Short transient receptor potential channel 4 (Mus musculus), Q9QUQ5; B-score at 10 µM; 0.42% of 310,000 active; AID 2227, 2009;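 active = B-score of calcium response area above 5 SD of library B-scores, with initial fluorescence ratio within 5 SD of library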;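 note: B-score of integrated fluorescence ratio over time as area under calcium response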
TRPC4 agonist = activators of mouse TRPC4 channel, primary screen, Fluo4 calcium, HEK293 TRPC4beta/mu-opioid cells. B-score at 10 µM. 0.49% of 310,000 active. Fluo4 calcium fluorescence; stronger effect = higher value. Short transient receptor potential channel 4 (Mus musculus), Q9QUQ5;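 active = B-score above 5 SD of library B-scores, and initial fluorescence ratio not above library mean plus 5 SD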;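 note: positive B-score marks a calcium rise read as TRPC4 activation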
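Material: TRPC4beta and mu-opioid receptor HEK293 stable cells | Incubation: 45 min room-temperature Fluo4 loading, 110 s read | Detection: Kinetic Fluo4 calcium fluorescence | Measure: Integrated baseline-normalised fluorescence ratio, converted to per-well B score | Benchmarks: Low control buffer alone, high control maximal DAMGO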
MrgX1 antagonist = antagonists of human MrgX1 receptor, primary screen, HEK293 cells, Fluo-4 calcium flux; BAM8-22 antagonism; stronger effect = lower value; B-score at 10 µM; 1.3% of 310,000 active; AID 588676, 2011;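 active = calcium-response B-score plate-corrected more than 3 library SD below zero, starting fluorescence within 5 deviations, no agonist response on first addition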;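 note: peak minus trough fluorescence over baseline after final BAM8-22 challenge near maximal dose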
MrgX1 allo act = positive allosteric modulators of MrgX1, primary screen, HEK293 cells, Fluo-4 calcium flux | 0.63% of 310,000 active | FDSS; stronger effect = higher value | Mas-related G-protein coupled receptor member X1 (Homo sapiens), Q96LB2 | B-score at 10 µM | AID 588675, 2011;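 active = plate-corrected calcium response at least 3 library SD above typical, normal starting fluorescence, not activating the receptor alone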;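 note: compound read alongside a low EC10 to EC30 dose of BAM8-22 agonist; peak minus trough fluorescence over baseline measured at the second addition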
Active calls of the source: *; i = inactive; / = no result given.

SMILES	TRPC6 activator	PolyA inh	MrgX1 ag	HIF activator	AI-2 QS mod	TRPC6 inhibitor	TRPC4 block	TRPC4 PAM	TRPC4 agonist	MrgX1 antagonist	MrgX1 allo act
O=C(NC1CCCCC1)C(c1ccc2ncccc2c1)N(Cc1cccs1)C(=O)c1cccs1 (configuration not stated)	i	i	i	-0.1	13	i	i	i	i	i	i
CS(=O)(=O)N(CC(=O)Nc1cccc(Cl)c1)c1ccccc1Cl	i	i	i	-0.1	16	i	i	i	i	i	i
COC(=O)/C=c1\sc2n(c1=O)C(C)=CC(C)(C)N=2	i	i	i	0.0	15	i	i	i	i	i	i
C/C(=C/C(=O)Nc1cccc(F)c1)N1CCCC1	i	i	i	-0.2	27	i	i	i	i	i	i
NC(=O)C1CC(=O)N(c2ccc(OCC(=O)NCc3ccccc3)cc2)C1 (configuration not stated)	i	i	i	0.1	20	i	i	i	i	i	i
CCC(N=c1cc(-c2ccc(OC)c(OC)c2)oc2ccc(C)cc12)C(=O)O (configuration not stated)	i	i	i	1.0	7	i	i	i	i	i	i
CCOC(=O)N1CCN(C(=O)c2cn(C)c3ccc(S(=O)(=O)N(CC)CC)cc3c2=O)CC1	i	i	i	-0.8	32	i	i	i	i	i	i
C=C(C)Cn1c(SCC(=O)O)nnc1-c1ccc(OC)cc1	i	i	i	0.0	21	i	i	i	i	i	i
CCn1c(SCC(=O)Nc2nccc(C)n2)nc2ccccc21	i	i	i	-0.3	-12	i	i	i	i	i	i
CC(=O)OCCn1c2nc(=O)[nH]c(=O)c-2nc2cc(C)c(C)cc21	i	i	i	-11	-29	i	i	i	i	i	i
N#Cc1cc2c(N)c(C(=O)Nc3ccccc3)sc2nc1N	i	i	i	4.1	12	i	i	i	i	i	i
O=C(CCCC(=O)N1CCCc2ccccc21)N1CCCc2ccccc21	i	i	i	-0.6	13	i	i	i	i	i	i
O=C(N/N=C/c1ccco1)c1ccc(C(=O)N/N=C/c2ccco2)o1	i	/	i	0.5	43	i	i	i	i	i	i
Cc1ccccc1C(=O)NC(NCc1ccco1)C(Cl)(Cl)Cl (configuration not stated)	i	i	i	-0.2	-5	i	i	i	i	i	i
Cc1cc(=O)n2c3ccccc3n(C)c2n1	i	/	i	-0.4	26	i	i	i	i	i	i
O=C(NCCN1C(=O)CCC1=O)c1ccncc1	i	i	i	-0.2	8	i	i	i	i	i	i
N#C/C(=C\c1c[nH]c2ccccc12)c1nnc2n1CCCCC2	i	i	i	0.1	7	i	i	i	i	i	i
CCNc1nc(SC(C)C(=O)OC)nc(N(C)C)n1 (configuration not stated)	i	i	i	0.5	15	i	i	i	i	i	i
O=C(c1ccc([N+](=O)[O-])cc1)N(Cc1ccc(Br)cc1)N1C(=O)CCCC1=O	16*	i	71*	0.4	7	-9.8*	i	i	45*	i	i
COc1ccccc1/C=N\NC(=O)c1ccc(COc2ccc(C)c(C)c2)o1	i	i	i	0.4	14	i	i	i	i	i	i
CCOC(=O)CSC1=C(C#N)C(c2ccc(F)cc2)C(C(C)=O)=C(C)N1 (configuration not stated)	i	i	i	-0.5	12	i	i	i	i	i	i
Cc1ccc(S(=O)(=O)N2CCC(=O)N(CCOCc3cccc(C(F)(F)F)c3)CC2)cc1	i	i	i	-0.2	-2	i	i	i	i	i	i
CC(C)(C)Cc1nc(-c2ccc(Cl)cc2)no1	i	i	i	0.2	12	i	i	i	i	i	i
Clc1ccc(CSC2=NCCCN2)cc1Cl	i	i	i	-0.3	14	i	i	i	i	i	i
CCOc1ccc2c(c1)c(N=O)c(O)n2C	i	i	i	0.7	15	i	i	i	i	i	i
CCOC(=O)c1cc(CC)sc1/N=C/C1C(=O)CCCC1=O	i	i	i	0.2	15	i	i	i	i	i	i
Cc1cc(C)n(CC(O)CN(c2ccccc2)S(=O)(=O)c2ccc3ccccc3c2)n1 (configuration not stated)	i	i	i	0.0	19	i	i	i	i	i	i
CCOc1cc(/C=C2\SC(=O)N(CC(=O)Nc3ccccc3F)C2=O)cc([N+](=O)[O-])c1O	i	i	i	-0.2	10	i	i	i	i	i	i
Cc1onc(-c2ccccc2)c1C(=O)NC(=S)Nc1sc2c(c1C#N)CCCC2	i	i	i	-0.2	23	i	i	i	i	i	i
Cc1ccccc1S(=O)(=O)c1cc(C#N)c(=O)[nH]c1N	i	i	i	-0.1	35	i	i	i	i	i	i
Cn1c(=O)c2c(-c3ccccc3)n(N3CCOCC3)cc2n(C)c1=O	i	i	i	-0.2	3	i	i	i	i	i	i
CCc1cc(C(=O)NCC(c2cccs2)N2CCOCC2)sc1C (configuration not stated)	i	i	i	1.2	31	i	i	i	i	i	i
Cc1cc(NC(=O)c2cccs2)cc(-c2nc3ncccc3o2)c1O	i	i	i	0.1	16	i	i	i	i	i	i
CCN(CC)c1ccc(NC(=O)c2ccc(Cl)nc2)cc1	i	i	i	0.9	-2	i	i	i	i	i	i
CCN(CC)C(=O)CSc1nc2cc(OC)c(OC)cc2c(=O)n1Cc1ccc(Cl)cc1	i	i	i	-0.2	29	i	i	i	i	i	i
CCN(CC)S(=O)(=O)c1cccc(C(=O)/C=C2/N(C)c3ccccc3C2(C)C)c1	i	i	i	-0.3	7	i	i	i	i	i	i
Cc1cccc(C(=O)Oc2ccccc2C(=O)N2CCOCC2)c1	i	i	i	-0.8	6	i	i	i	i	i	i
O=C(NC1CCCC1)C(NS(=O)(=O)c1cccc2nsnc12)c1ccccc1 (configuration not stated)	i	i	i	-0.3	18	i	i	i	i	i	i
CCN(CC(=O)Nc1c(F)cccc1F)C(=O)c1cc(S(=O)(=O)N2CCOCC2)ccc1N1CCCC1	i	i	i	-0.1	18	i	i	i	i	i	i
COc1cc(S(=O)(=O)N(Cc2ccccc2)CC2CCCO2)ccc1-n1cnnn1 (configuration not stated)	i	i	i	-0.2	3	i	i	i	i	i	i
COC(=O)c1ccc(CN(c2ccccc2Cl)S(C)(=O)=O)cc1	i	i	i	0.0	3	i	i	i	i	i	i
CCOC(=O)CSC1=C(C#N)C(c2ccc(C)s2)CC(=O)N1 (configuration not stated)	i	i	i	-0.1	7	i	i	i	i	i	i
CCc1[nH]c(=O)[nH]c1C(C)S(=O)(=O)c1ccc(C)cc1 (configuration not stated)	i	/	i	-0.4	16	i	i	i	i	i	i
Cc1ccc(S(=O)(=O)c2c(C)nn(C(C)(C)C)c2OC(=O)CC(C)C)cc1	i	i	i	-1.0	17	i	i	i	i	i	i
Cc1ccccc1NC(=O)Nc1ccccc1C(=O)NCc1ccccc1	i	i	i	-0.4	32	i	i	i	i	i	i
COc1ccc(-c2ccc(SCC(=O)N3c4ccccc4CC3C)nn2)cc1OC (configuration not stated)	i	i	i	0.7	33	i	i	i	i	i	i
CSc1cnc2c(N)nc(N(C)C)nc2n1	i	/	i	-0.4	4	i	i	i	i	i	i
Cc1ccc(-c2nn3nnnc3c3ccccc23)cc1	i	i	i	-0.2	10	i	i	i	i	i	i
COc1ccc(-c2c(NC(=O)c3ccco3)oc3c(C)cccc3c2=O)cc1	i	i	i	-0.3	15	i	i	i	i	i	i
COc1ccc(-c2nc(CS(=O)CC(=O)NCc3ccc(Cl)cc3)c(C)o2)cc1OC (configuration not stated)	i	i	i	0.2	/	i	i	i	i	i	i
COc1ccc(OC)c(NC(=O)Nc2cnccn2)c1	i	i	i	1.2	11	i	i	i	i	i	i
COc1ccccc1CC(=O)Nc1ncc(C)s1	i	i	i	-0.5	7	i	i	i	i	i	i
CC(C)CCNC(=O)c1cc2c(s1)-c1ccccc1S(=O)(=O)C2	i	i	i	0.3	7	i	i	i	i	i	i
Cc1ccc(Cn2c(O)c(N=O)c3ccccc32)cc1	i	i	i	0.2	26	i	i	i	i	i	i
Cc1cccc(N2C(=O)C3C4C=CC(C4)C3C2=O)c1 (configuration not stated)	i	i	i	0.0	16	i	i	i	i	i	i
Cc1c(Cl)cccc1NC(=S)N1CCN(Cc2ccc3c(c2)OCO3)CC1	i	i	i	0.0	19	i	i	i	i	i	i
O=C(Cn1ncc2c(=O)oc3ccccc3c21)NCC1COc2ccccc2O1 (configuration not stated)	i	i	i	-0.2	16	i	i	i	i	i	i
O=C(O)CSc1ccc2nnc(-c3cccnc3)n2n1	i	i	i	0.4	19	i	i	i	i	i	i
Cc1nc2ccc(NC(=O)c3ccco3)cc2nc1C	i	i	i	/	8	i	i	i	i	i	i
CCOC(=O)c1c(-c2ccc(C)cc2)csc1NC(=O)c1cc2ccccc2oc1=O	i	i	i	0.3	-5	i	i	i	i	i	i
COc1ccccc1CNC(=O)COC(=O)c1ccc(C)c(S(=O)(=O)N2CCOCC2)c1	i	i	i	-0.2	/	i	i	i	i	i	i
CCc1ccc(CN2CCCC(CNC(=O)c3cc(OC)cc(OC)c3)C2)cc1 (configuration not stated)	i	i	i	0.2	13	i	i	i	i	i	i

Screens deposited in PubChem by several laboratories.

Only part of the results is shown (hit frequency here may not be typical).
